# Source: PubChem
# PriA SSB inh = inhibitors of Klebsiella pneumoniae PriA binding to SSB C-terminal tail, primary screen, biochemical, AlphaScreen; PriA–SSB C-terminal tail interaction (Klebsiella pneumoniae); AlphaScreen SSBct-PriA binding, biotinylated peptide; inhibition, % at 33 µM; 0.6% of 430,000 active; AID 1272365, 2023; in the data active = inhibition mostly above about 37%, no sharp cut-off; inactive = mostly below about 20%;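 note: plate controls were negative control peptide for no effect and reference peptide for full effect; strong numbers were not always called active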
# Starred values were filed as active, the others as inactive; & = joins results of further samples. A portion of the library (hit frequency here may not be typical).
# The opening three compounds, to show the layout:
No. | Molecule | PriA SSB inh
1 | CS(=O)(=O)c1cccc2sc(N3CCN(C(=O)/C=C/c4ccccc4)CC3)nc12 | -8.0
2 | CCOc1ccc(-c2csc(-c3nnn(-c4cccc(OC)c4)c3C)n2)cc1 | -4.0
3 | O=C(NCc1cccs1)N1CCOC2(CCOCC2)C1 | -7.0

# The whole of this part, from the first entry:
No. | Molecule | PriA SSB inh
1 | CS(=O)(=O)c1cccc2sc(N3CCN(C(=O)/C=C/c4ccccc4)CC3)nc12 | -8.0
2 | CCOc1ccc(-c2csc(-c3nnn(-c4cccc(OC)c4)c3C)n2)cc1 | -4.0
3 | O=C(NCc1cccs1)N1CCOC2(CCOCC2)C1 | -7.0
4 | O=C(c1ccc(C(F)(F)F)cc1)N(CCc1cccs1)C1CC1 | -14.0
5 | CCSc1nnc(CNC(=O)c2ccc(Cl)cc2Cl)n1-c1ccccc1OC | -19.0&3.0
6 | O=C(Nc1nc(CC(=O)N2CCN(c3ccc(F)cc3)CC2)cs1)c1ccco1 | 11.0
7 | O=C(c1ccsc1)N1CCN(CCNS(=O)(=O)c2ccc3c(c2)OCCO3)CC1 | -4.0
8 | CCOc1ccc(N2CCn3c2nn(CC(=O)N2CCc4ccccc42)c(=O)c3=O)cc1 | -1.0
9 | Cc1nc2cc(NC(=O)c3cc(-c4ccccc4)nc4ccccc34)ccc2s1 | -10.0
10 | CS[C@H]1CCN(C(=O)c2c[nH]c3ccccc23)C1 | -20.0
11 | C1CCN(c2nc(N3CCCCC3)nc(N3CCOCC3)n2)CC1 | -7.0
12 | Cc1cc(NC(=O)CCCc2ccccc2)n(-c2nc3c(cnn3-c3ccc(F)cc3)c(=O)[nH]2)n1 | -3.0
13 | ON(C=C1C=Nc2ccccc21)c1ccc(Br)cc1 | 17.0
14 | COc1ccc(CNC(=O)N2CCC(S(=O)(=O)Cc3ccco3)CC2)cc1OC | -6.0
15 | CC(C)Oc1ccc(C(=O)NCCn2ncc3c(=O)n(Cc4ccccc4F)cnc32)cc1 | 9.0

# Pulled by structure from above:
No. | Molecule | PriA SSB inh
14 | COc1ccc(CNC(=O)N2CCC(S(=O)(=O)Cc3ccco3)CC2)cc1OC | -6.0
12 | Cc1cc(NC(=O)CCCc2ccccc2)n(-c2nc3c(cnn3-c3ccc(F)cc3)c(=O)[nH]2)n1 | -3.0

# (next part)
No. | Molecule | PriA SSB inh
16 | C(/C=C/c1ccco1)=N/Nc1nnc(-c2ccccc2)c(-c2ccccc2)n1 | 7.0
17 | CCOC(=O)c1ccc(NC(=O)CC(NCCCOC)C(=O)O)cc1 (stereo not drawn) | -2.0
18 | O=S(=O)(ON=C1CCCc2ccccc21)c1ccc(Cl)cc1 | -7.1
19 | Cc1ccc(S(=O)(=O)N2CCCC(C(=O)Nc3cc(C)no3)C2)cc1 (stereo not drawn) | -4.0
20 | CCOc1ccc(S(=O)(=O)N2CC[C@H](S(C)(=O)=O)C2)cc1F | -13.0
21 | N#CCSc1cccc2cccnc12 | 84.5*
22 | CC1(C)Cc2cccc(OCC(=O)NCc3ccco3)c2O1 | 18.0
23 | Cc1nnsc1C(=O)N1CCN(Cc2nc3ccccc3n2Cc2ccccc2)CC1 | 9.0
24 | COc1cc(C=NNS(=O)(=O)c2ccccc2)c(OC)c(OC)c1 | -7.8
25 | COc1ccc(C(=O)NN=C(C)CC(=O)Nc2ccc3c(c2)OCCO3)c(OC)c1 | 2.5
26 | CCc1ccc(S(=O)(=O)NCC2CCN(CCOC)CC2)s1 | -2.0
27 | COC(=O)Cn1c(=NC(=O)c2cc3ccccc3oc2=O)sc2cc3c(cc21)OCO3 | 3.0
28 | O=C(Cn1nc(-c2ccco2)ccc1=O)NCc1ccc(Cl)cc1 | -15.0
29 | COc1ccc(NC(=O)Nc2ccc(-c3ccc(N4CCCC4)nn3)cc2)cc1OC | 3.0
30 | CC(=O)Nc1ccc(SCc2c(F)cccc2Cl)nn1 | -5.0
31 | CCOc1ccc(Br)cc1S(=O)(=O)Nc1cccc(-c2ccc(OC)nn2)c1 | -1.0&10.0
32 | O=C1NC(=NN=Cc2ccco2)SC1Cc1ccccc1 (stereo not drawn) | -5.8
33 | O=C(CSc1nc2scc(-c3ccc(F)cc3)c2c(=O)n1-c1ccccc1)c1ccc(Cl)cc1 | -10.0
34 | CCn1c(=NC(=O)C2CCCN2S(=O)(=O)c2ccc(OC)cc2)sc2ccccc21 (stereo not drawn) | 21.0
35 | O=C(c1cc2ccccc2[nH]1)N1CCC(Oc2cccc3cccnc23)CC1 | 4.0
36 | Cc1ccnc(NC(c2cccs2)c2c(C)[nH]c3ccccc23)c1 (stereo not drawn) | -6.0
37 | Cc1onc(-c2ccccc2Cl)c1C(=O)N1CCc2ncncc2C1 | -13.0
38 | Brc1ccc2nc(NCCCN3CCOCC3)sc2c1 | 0.0
39 | Cc1cccc(OCC(=O)NCCCc2ccc(N(C)C)cc2)c1 | 24.0
40 | C=CCn1c(SCC(=O)c2ccc(C)c(C)c2)nc2scc(-c3ccccc3)c2c1=O | 4.0
41 | Cn1nc(CNS(=O)(=O)c2ccc3oc(=O)n(C)c3c2)c2c1CCOC2 | -10.0
42 | COc1ccc(NC(=O)CSc2nccn2Cc2ccccc2Cl)c(OC)c1 | -15.0
43 | COc1ccc(C)cc1S(=O)(=O)NCC1CCN(Cc2ccccc2)CC1 | -11.0
44 | CC1CN(S(=O)(=O)c2ccc(C(=O)N/N=C\c3cc([N+](=O)[O-])cc(Br)c3O)cc2)CC(C)O1 (stereo not drawn) | 6.0
45 | COc1ccc(C(C)=NNS(=O)(=O)c2ccccc2)c(OC)c1 | -11.2
46 | O=C(CSCC(=O)Nc1nc2ccccc2s1)Nc1nc(-c2ccccc2)c(-c2ccccc2)s1 | 15.0&19.0
47 | CCCCOc1ccccc1-c1cc2c(SCC(=O)Nc3ccc(F)cc3Cl)nccn2n1 | -11.0
48 | Cc1sc(NN=Cc2cccnc2)nc1-c1ccccc1 | 0.5
49 | Cc1ccc(C(=O)N2CCN(c3oc(/C=C/c4ccc(F)cc4)nc3C#N)CC2)cc1 | -5.0
50 | Cc1ccccc1-c1noc(C[C@H]2CCCN(C(=O)NCc3ccc(F)cc3)C2)n1 | -20.0
51 | CCOc1cc(C=NNc2nc(-c3cccs3)c(NC(C)=O)s2)ccc1O | 0.0
52 | COc1ccc(-c2noc([C@@H](N)CCSC)n2)cc1 | -10.0
53 | CSc1cccc(NC(=O)Cn2c(=O)n(CCCCC(=O)NCC(C)C)c(=O)c3ccccc32)c1 | 5.0
54 | Cc1ccc2nc(NC(=O)CSc3ccc(NC(=O)C4CC4)nn3)sc2c1 | -4.0
55 | COc1ccc(Cn2cnc3c4cc(C)ccc4n(CC(=O)NCc4ccco4)c3c2=O)cc1 | -21.0
56 | Cc1ccccc1OCC(=O)NCC1(c2cccs2)CCOCC1 | 0.0
57 | Cc1cc(=O)[nH]c(-n2nc(C)c(CCC(=O)Nc3nc4c(C)cccc4s3)c2C)n1 | -20.0&-6.0
58 | CN(C)CC#CCNC(=O)c1cccc(Br)c1 | -8.0
59 | COc1ccc(-c2ccc3c(N)c(-c4ccc(C#N)cc4)sc3n2)cc1 | -8.0&2.0
60 | CCCn1c(=O)c2ccc(C(=O)NCC(C)C)cc2n2c(=O)n(Cc3ccc(Cl)cc3)nc12 | -5.0

# Individual results from above.
# no. 38 – PriA SSB inh = 0.0
# no. 32 – PriA SSB inh = -5.8
# no. 13 – PriA SSB inh = 17.0
# no. 15 – PriA SSB inh = 9.0
# no. 19 – PriA SSB inh = -4.0

# Sorted by molar mass (rising): part of the list above.
No. | Molecule | PriA SSB inh
52 | COc1ccc(-c2noc([C@@H](N)CCSC)n2)cc1 | -10.0
51 | CCOc1cc(C=NNc2nc(-c3cccs3)c(NC(C)=O)s2)ccc1O | 0.0
57 | Cc1cc(=O)[nH]c(-n2nc(C)c(CCC(=O)Nc3nc4c(C)cccc4s3)c2C)n1 | -20.0&-6.0
55 | COc1ccc(Cn2cnc3c4cc(C)ccc4n(CC(=O)NCc4ccco4)c3c2=O)cc1 | -21.0
47 | CCCCOc1ccccc1-c1cc2c(SCC(=O)Nc3ccc(F)cc3Cl)nccn2n1 | -11.0
53 | CSc1cccc(NC(=O)Cn2c(=O)n(CCCCC(=O)NCC(C)C)c(=O)c3ccccc32)c1 | 5.0
46 | O=C(CSCC(=O)Nc1nc2ccccc2s1)Nc1nc(-c2ccccc2)c(-c2ccccc2)s1 | 15.0&19.0

# The list goes on:
No. | Molecule | PriA SSB inh
61 | COc1ccc(C)c2sc(NC(=O)c3c(F)cccc3F)nc12 | -5.0
62 | Cc1ccc(-c2csc(NC(=O)c3ccc(C)c(S(=O)(=O)N4CCOCC4)c3)n2)cc1 | 32.2
63 | CC(=O)Oc1ccccc1C(=O)/C=C/c1cccc([N+](=O)[O-])c1 | 8.2
64 | C[C@](O)(CCc1ccccc1)CNC(=O)NCc1cccc2ccccc12 | -1.0
65 | O=C(Cc1ccc(Cl)cc1)Nc1nc2cc3c(cc2s1)OCCO3 | 7.0
66 | O=C(Nc1ccc2c(c1)CCCN2S(=O)(=O)c1ccc(F)cc1)c1ccccc1C(F)(F)F | -6.0
67 | CCOc1ccc(-n2c(N3CCOCC3)nc3cc(C(=O)OC)ccc3c2=O)cc1 | -2.0
68 | Cc1cc(NC(=O)CSc2nnc(-c3ccccc3)c3sc(C)nc23)no1 | -1.0
69 | CCOC(=O)CCC(=O)N1CCC(Oc2ncccc2Cl)CC1 | -11.0
70 | Cc1ccc(-c2ccnc3c(C(=O)NCc4ccc(F)cc4)cnn23)cc1C | -5.0
71 | Cc1ccc(Cl)cc1NC(=O)C(=O)NCCCN1CCOCC1 | 11.0
72 | COc1ccc(Br)cc1S(=O)(=O)NCCOC12CC3CC(CC(C3)C1)C2 | -7.0
73 | O=C(c1cnn(-c2ccccc2)n1)N1CCS[C@H](c2ccco2)CC1 | -2.0
74 | O=C(NCCC(O)c1ccco1)Nc1ccc(Cl)c(Cl)c1 (stereo not drawn) | -5.0
75 | O=C([C@@H]1CCCO1)N1CCC2(CC1)NC(=O)N(Cc1ccc(F)cc1)C2=O | 0.0
76 | COc1ccc2nc(-c3ccc(OC)c(NC(=O)NC4CCCCC4)c3)cn2n1 | -16.0&-4.0
77 | O=C1C(=O)N(Cc2cccnc2)C(c2ccccn2)C1=C(O)c1ccc(F)cc1 (stereo not drawn) | -6.3
78 | CSC[C@@](C)(O)CNS(=O)(=O)c1ccc2c(c1)CCCC2 | -9.0
79 | CCn1ccc(C(=O)N(Cc2cccnc2)c2nc3c(OC)ccc(Cl)c3s2)n1 | -3.0
80 | CCOC(=O)CC1=Nc2ccccc2N=C(SCC(=O)Nc2ccc(Cl)cc2F)C1 | -13.0
